# AmpC inh no detg: qHTS Inhibitors of AmpC Beta-Lactamase (assay without detergent) | AmpC nitrocefin hydrolysis, absorbance 480 nm, 0.0001% Triton | 330,000 compounds, 0.52% hits | Potency, µM (series often up to 57.1 µM), inactives show at the top dose activity change, negative = inhibition, most hits filed as inhibitors;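 note: potency is the fitted concentration of half-maximal effect; plate controls were no compound for no effect and no enzyme for full effect; nearly all actives have a fitted effect of over 20% in size; some results filed as inactive show a strong effect at the top dose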
# Target sequence (P00811 whole entry, looked up): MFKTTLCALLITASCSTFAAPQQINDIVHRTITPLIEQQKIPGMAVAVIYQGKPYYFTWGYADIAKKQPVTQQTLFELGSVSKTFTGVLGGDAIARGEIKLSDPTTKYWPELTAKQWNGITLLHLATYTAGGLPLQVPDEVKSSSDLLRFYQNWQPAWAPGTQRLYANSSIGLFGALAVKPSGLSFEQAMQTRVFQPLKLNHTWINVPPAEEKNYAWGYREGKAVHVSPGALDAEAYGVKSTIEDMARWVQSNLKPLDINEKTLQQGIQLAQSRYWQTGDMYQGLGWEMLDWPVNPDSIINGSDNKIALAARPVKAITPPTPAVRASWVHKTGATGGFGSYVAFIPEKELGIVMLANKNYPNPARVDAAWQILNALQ
#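 AmpC (5.3 nM in the dispensed reagent) in 20 mM phosphate pH 7.0 with 0.01% (detergent screen) or 0.0001% Triton X-100 was preincubated with compounds for 15 min at room temperature. Nitrocefin was then added from an 800 uM solution, and hydrolysis was followed at 480 nm.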
# AmpC inh detg: qHTS Inhibitors of AmpC Beta-Lactamase (assay with detergent) | AmpC hydrolysis of nitrocefin, absorbance 480 nm, 0.01% Triton | Potency, µM (highest dose often 114 µM), for inactives: top-dose activity change, negative = inhibition, most hits filed as inhibitors | 370,000 compounds, 0.041% hits | AID 485294, 2010;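 note: potency is the fitted concentration of half-maximal effect; 0% = no-compound wells and -100% = no-enzyme wells; nearly all actives have a fitted effect of over 25% in size; some results filed as inactive show a strong effect at the top dose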
#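 AmpC (5.3 nM in the dispensed reagent) in 20 mM phosphate pH 7.0 with 0.01% (detergent screen) or 0.0001% Triton X-100 was preincubated with compounds for 15 min at room temperature. Nitrocefin was then added from an 800 uM solution, and hydrolysis was followed at 480 nm.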
# Sm TGR block: qHTS Assay for the Inhibitors of Schistosoma Mansoni Peroxiredoxins | Potency, µM (titrated, usually from 114 µM), for the others: at the top dose activity change, negative = inhibition, usual class: inhibitors | purified TGR, DTNB reduction, TNB absorbance 405 nm | AID 485364, 2010 | Schistosoma mansoni thioredoxin glutathione reductase (TGR), Q962Y6 | 360,000 compounds, 3% hits; note: potency is the fitted concentration of half-maximal effect; nearly all actives have a fitted effect of over 60% in size
#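 TGR 20 nM + NADPH 100 uM (dispensed conc.), cpd preinc 15 min RT; start with NADPH (500 uM addition) then DTNB (15 mM addition). Kinetic TNB absorbance, 405 nm filter. Four-parameter Hill fit across titration.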
# AMA1 RON2 block: qHTS for Inhibitors of AMA1-RON; Towards Development of Antimalarial Drug Lead: Primary Screen; AlphaScreen AMA1-biotinylated RON2 peptide binding; Plasmodium falciparum AMA1 (3D7) - RON2 peptide interaction; Potency, µM (titrated, usually from 58.2 µM), for the others: top-dose activity change, negative = inhibition, hits mostly inhibitors; 360,000 compounds, 0.2% hits;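 note: potency is the fitted concentration of half-maximal effect; 0% = vehicle wells and -100% = peptide control; nearly all actives have a fitted effect of over 45% in size; some results filed as inactive show a strong effect at the top dose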
#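 AMA1 (3D7) with his tag at 25 nM final met compounds first, then biotinylated RON2 peptide at 25 nM; detection used donor plus acceptor beads, 10 µg/mL apiece, read by AlphaScreen after 30 min at room temperature.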
# FBPA Giardia inh: qHTS Assay for Inhibitors of Fructose-1,6-bisphosphate Aldolase from Giardia Lamblia. A8B2U2. purified Giardia FBPA. Potency, µM (highest dose often 59.6 µM), for the others: at the highest dose activity, negative = inhibition, actives largely listed as inhibitors. 290,000 compounds, 0.71% hits. AID 2451, 2010; note: potency is the fitted concentration of half-maximal effect; nearly all actives have a fitted effect of over 55% in size
# Target sequence (A8B2U2 whole entry, looked up): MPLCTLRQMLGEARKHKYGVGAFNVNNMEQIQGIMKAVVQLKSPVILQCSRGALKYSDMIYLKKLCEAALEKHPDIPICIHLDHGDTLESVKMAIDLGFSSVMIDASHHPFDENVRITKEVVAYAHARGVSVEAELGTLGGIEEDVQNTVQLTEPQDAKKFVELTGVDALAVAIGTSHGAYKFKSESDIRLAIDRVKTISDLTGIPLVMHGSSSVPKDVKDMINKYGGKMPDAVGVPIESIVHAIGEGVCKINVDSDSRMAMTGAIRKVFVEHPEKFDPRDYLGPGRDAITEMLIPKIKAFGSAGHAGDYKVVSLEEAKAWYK
#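 Giardia FBPA (40 nM reagent) was preincubated 10 min at RT with compound (up to 57.5 uM final), then substrate plus GAPDH/TPI/NAD/arsenate coupling system with diaphorase/resazurin was added; resorufin fluorescence (525/598 nm) was read after 20 min.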
# HCMV antiviral: qHTS Assay for inhibitors of the human cytomegalovirus (HCMV); HFF cells, HCMV-luciferase reporter, 72 h; stronger effect = lower value; activity change, negative = inhibition, % at 57.5 µM; 410,000 compounds, 4.5% hits; in the data active = activity change below about -60%; inconclusive = no clear call, values can overlap the other calls; inactive = above about -39%
#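 Screen run at 2 compound doses on HFFs infected with reporter HCMV, MOI 1 PFU/cell. Luciferase activity from cell lysates at 72 h post infection gave inhibition relative to buffer-only and Salinomycin wells.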
# The depositor's hits bear a star; ? = inconclusive; / = no result given; & = joins results of further samples; [ ] = another dose, or the depositor's remark. Unless noted, calls come from the whole dose curve; as a rule, active = well fitted curve in the direction sought with a large enough effect; inconclusive = small, poorly fitted or top-dose-only effect, or another doubt; inactive = no such curve, though single readings can be large; an effect the other way counts as inactive or inconclusive. Unless noted, % is set by controls: 0 for no effect and ±100 for the full control effect.
SMILES,AmpC inh no detg,AmpC inh detg,Sm TGR block,AMA1 RON2 block,FBPA Giardia inh,HCMV antiviral
COC(=O)/C(C#N)=C1/SC=C(C)N1c1ccccc1,1%,-10%,3%,-7%,7%,18
COc1ccc(NC(=O)CN(C)S(=O)(=O)c2ccccc2)c([N+](=O)[O-])c1,-9%,-6%,7%,3%,0%,-19
CN(C)/N=C/c1ccc([N+](=O)[O-])cc1[N+](=O)[O-],-27%,2%,-14%,?,-14%,-19
O=C(CN1C(=O)C2C3C=CC(C3)C2C1=O)Nc1nc(-c2ccccn2)cs1 (stereo unspecified),-1%,?,-30%,27%,6%,71
CCS(=O)(=O)N1CCCC(C(=O)NCCOC)C1 (stereo unspecified),/,3%,-3%,/,/,14
CCc1ccc(S(=O)(=O)c2nnn3c2nc(NCCNC(C)=O)c2ccccc23)cc1,-17%,2%,-16%,-13%,21%,17
Cc1ccc(-c2nnc(SCC(=O)NC3CCCC3)nc2-c2ccc(C)cc2)cc1,/,4%,-17%,/,/,-9
O=C1CC(N2CCN(c3ccc(F)cc3)CC2)C(=O)N1Cc1ccccc1 (stereo unspecified),41%,6%,-9%,13%,9%,42
COc1ccc(CCNC(=O)c2cc(Nc3cc(C)cc(C)c3)nc3ccccc23)cc1OC,/,1%,-2%,/,/,?
COc1ccc(NC(=O)N(CCO)Cc2cc3c(C)cc(C)cc3[nH]c2=O)cc1,28%,-10%,2%,1%,-8%,-1
OCCN1CCN(CC(O)COC(c2ccc(F)cc2)c2ccc(F)cc2)CC1 (stereo unspecified),17%,-3%,-20%,-11%,?,-16
CC(C)n1cnc2c(=S)nc[nH]c21,-4%,-1%,70%[activator],86%[activator],3.2µM*,-5
Cc1coc2c(C)c3oc(=O)c(CC(=O)N4CCCCC4)c(C)c3cc12,/,2%,-5%,/,/,60
CCn1c(CN2C(=O)CSc3ccccc32)n[nH]c1=S,10%,3%,2%,18%,-14%,-8
CCOc1cc(C2/C(=C(/O)c3ccc(OC(C)C)cc3)C(=O)C(=O)N2CCCOC)ccc1O (stereo unspecified),-30%,-6%,-20%,-12%,23%,5
CC(=O)O/N=C(/c1nonc1N)N1CCN(c2ccc([N+](=O)[O-])cc2Cl)CC1,-8%,-8%,-7%,-5%,-3%,-15
COc1cccc(Cn2c(CNC(=O)c3cc([N+](=O)[O-])ccc3Cl)nc3cccnc32)c1,/,-3%,-10%,/,/,?
CCCCOc1ccc(C(=O)NCC(=O)N2CC(C)CC(C)C2)cc1 (stereo unspecified),16%,6%,-2%,59%[activator],/,11
O=C(c1ccccc1)N1CCN(C(=O)c2nn3c(C(F)(F)F)cc(-c4ccccc4)nc3c2Br)CC1,-6%,?,1%,-2%,8%,24
CCOc1ccccc1OCC(=O)Nc1cc(S(=O)(=O)N2CCCCC2)ccc1OC,-21%,0%,-3%,-4%,/,-19
CCOc1ccc(-n2ccnc(SCC(=O)NC3CCCC3)c2=O)cc1,0%,9%,5%,18%,/,-23
Cc1ccc(NC(=O)CN(C)C(=O)COC(=O)c2ccc(Cl)cc2O)cc1,-5%,-4%,-24%,4%,/,5
CN(C)S(=O)(=O)N(CC(=O)N1CCC(Cc2ccccc2)CC1)c1ccccc1,106%[activator],0%,/,6%,4%,9
O=C(O)CCn1c(C2CCCCC2)nc2ccccc21,-8%,?,0%,-5%,-8%,40
FC(F)(F)c1ccc2c(c1)nnn2C1CCN(Cc2nnnn2Cc2ccccc2)CC1,86%[activator],?,-6%,7%,-5%,-6
COCCCn1cnnc1SC(C)C(=O)Nc1ccc(S(=O)(=O)N2CCOCC2)cc1 (stereo unspecified),-17%,/,/,11%,/,31
O=C(Oc1ccc2cc(Br)ccc2c1)N1CCCCCC1,-21%,-15%,5%,/,2%,/
O=C(/C(=N\O)n1cncn1)c1ccc(Br)cc1Br,-11%,-7%,0%,14%,/,35
CCc1ccc2nc(N3CCC(C(=O)O)CC3)sc2c1,/,13%,6%,/,/,-30
COc1ccc(NC(=O)Cn2nc(C(=O)O)c3ccccc3c2=O)cc1Cl,-11%,-7%,-7%,7%,-1%,46
Cc1ccc(C2(c3ccc(C)cc3)CC2C(=O)NC(C)C)cc1 (stereo unspecified),22%,3%,-11%,9%,2%,-23
CCOc1ccc(S(=O)(=O)n2nc(C)cc2C)cc1,-8%,6%,-20%,7%,3%,10
CCNC(=O)CN(C1CCCCC1)S(C)(=O)=O,-19%,5%,7%,-8%[11.6 µM],4%,-9
Cc1ccc(CNC(=O)Nc2ccccc2)cc1,-34%,7%,8%,9%,6%,24
CCOC(=O)c1ccc(NC(=O)c2cnc(N3CCCC3)nc2C)cc1,/,3%,7%,/,/,-12
Cc1cc(C(C)(C)C)cc(C)c1C(=O)O,-20%,9%,16%,3%,-1%,-6
COCC1CCN(C(=O)c2cc(COc3ccc(-n4cncn4)cc3)on2)C1 (stereo unspecified),-2%,-3%,2%,-10%,/,-24
Cc1nccn1-c1ccc(C(F)(F)F)cc1[N+](=O)[O-],-15%[11.4 µM],?,3%,30%[activator],4%,5
Cc1ccc(-c2nn(C)c(=O)c3ccccc23)cc1CNS(C)(=O)=O,2%,-3%,-2%,-6%,-8%,42
O=C(Cc1n[nH]c(=O)c2ccccc12)OCC(=O)N(Cc1ccccc1)Cc1ccccc1,-17%,4%,-1%,-2%,-2%,-4

# Quoted from the results shown, 7 compounds:
SMILES,AmpC inh no detg,AmpC inh detg,Sm TGR block,AMA1 RON2 block,FBPA Giardia inh,HCMV antiviral
O=C(Oc1ccc2cc(Br)ccc2c1)N1CCCCCC1,-21%,-15%,5%,/,2%,/
O=C(/C(=N\O)n1cncn1)c1ccc(Br)cc1Br,-11%,-7%,0%,14%,/,35
CCc1ccc2nc(N3CCC(C(=O)O)CC3)sc2c1,/,13%,6%,/,/,-30
COc1ccc(NC(=O)Cn2nc(C(=O)O)c3ccccc3c2=O)cc1Cl,-11%,-7%,-7%,7%,-1%,46
Cc1ccc(C2(c3ccc(C)cc3)CC2C(=O)NC(C)C)cc1 (stereo unspecified),22%,3%,-11%,9%,2%,-23
CCOc1ccc(S(=O)(=O)n2nc(C)cc2C)cc1,-8%,6%,-20%,7%,3%,10
CCNC(=O)CN(C1CCCCC1)S(C)(=O)=O,-19%,5%,7%,-8%[11.6 µM],4%,-9

# Additional results
SMILES,AmpC inh no detg,AmpC inh detg,Sm TGR block,AMA1 RON2 block,FBPA Giardia inh,HCMV antiviral
COC(=O)c1ccc2c(c1)N(Cc1ccc(F)cc1)C(=O)c1ccccc1S2,/,4%,6%,/,/,?
CSc1ncccc1C(=O)OCc1ccc(Br)cc1,-30%,3%,?,147%[activator],-1%,-33
COC(=O)C1CN(S(=O)(=O)c2ccc(C)cc2)CCN1S(=O)(=O)c1ccc(C)cc1 (stereo unspecified),-3%,3%,1%,2%,0%,-12
CC1Cc2cc(S(=O)(=O)N3CCC(C(=O)N(C)Cc4ccco4)CC3)ccc2N1C(=O)C1CCC1 (stereo unspecified),134%[activator],-1%,?,0%,5%,-30
CCN(CC)CCn1c(SCC(=O)Nc2ccc(F)cc2)nc2c(sc3ccccc32)c1=O,96%[activator],?,-19%,/,-6%,/
Cc1[nH]cnc1C(=O)N/N=C/c1c(Cl)cccc1Cl,-17%,3%,-2%,-15%,-2%,27
COc1cccc(S(=O)(=O)N2CCN(Cc3ccc4c(c3)OCO4)CC2)c1,7%,-14%&-7%,2%&-1%,-13%,-2%,-8&6
CC[N+](C)(CC)CC(=O)OCC1C(C)C=C(C)CC1C (stereo unspecified),-13%,0%,2%,-2%,-2%,-34
CN(CC(=O)Nc1ccc(F)c(F)c1F)C(=O)C1CSC2(C)CCC(=O)N12 (stereo unspecified),-6%,-9%,-8%,0%,/,-5
CC(=O)N1CCCc2cc(S(=O)(=O)NCc3ccc(OC(C)C)cc3)ccc21,/,3%,-6%,/,/,-23
O=C(O)CSc1nnc(Cn2cnc3ccccc32)n1CCc1ccccc1,7%,-7%,0%,0%,4%,-18
O=C(C[n+]1cccc(O)c1)Nc1ccc(Br)cc1,-42%,-9%,-7%,-3%,7%,-4
O=C(NNS(=O)(=O)c1ccccc1)Nc1ccc(F)cc1,-14%,1%,2%,0%,/,-36
Cc1nnsc1-c1nc2ccccc2[nH]1,-15%,?,2%,-13%,-8%,39
CC(C)(C)NC(=O)C1CCN(S(=O)(=O)c2cccc(C(F)(F)F)c2)CC1,47%,2%,8%,19%,4%,?
Cc1ccc(NC(=O)c2sc3ccccc3c2Cl)cc1,/,-5%,-3%,/,/,152
COC(=O)[C@@H](Cc1ccc(O)cc1)NC(=O)[C@H]1CCC(=O)N1C(=O)OCc1ccccc1,-20%,-8%,11%,4%,11%,15
COc1ccc(NC(=O)c2cc(-c3ccccc3Cl)on2)cc1OC,-21%,-8%,1%,-11%,1%,-6
Cc1cc(NC(=O)CCCn2nc([N+](=O)[O-])cc2C)no1,-17%,8%,-2%,6%,2%,?
Cc1ccc(C(=O)NC(=S)Nc2cccnc2Cl)cc1,-19%,0%,16µM*,17%,?,96

# Screening results: PubChem, National Center for Advancing Translational Sciences (NCATS)

# Hits appear at their usual frequency, and some 7.8% of all compounds hit somewhere here.
